Screening results as filed in PubChem BioAssay.
NadD block: NadD (S. aureus) enzyme inhibition; inhibition, % at 20 µM; purified NadD enzyme, colorimetric absorbance read-out; 360,000 compounds, 0.78% hits; in the data active = inhibition above about 26%; note: some compounds past the cut are filed as inactive
CSN deneddyl inh: inhibitors of human CSN-mediated cullin deneddylation; Purified CSN, SCF-Nedd8-OG deneddylation, fluorescence polarization; 360,000 compounds, 0.38% hits; AID 651999; inhibition, % at 12.5 µM;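 active = pattern-corrected inhibition above about 35%, with an unprinted fluorescence ratio check between 0.5 and 1.5, limit read from the data, passing the limit was not always enough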;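 note: 0% = enzyme with substrate and 100% = substrate without enzyme; some results filed as inactive read as strong as hits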
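Assay system: purified human Csn5 enzyme expressed in HEK293T cells; Input: 0.24 nM Csn5 enzyme, final concentration; Reagent: 10 nM SCFSkp2-Nedd8OG; Compound dosing: 12.5 µM single point; Times: reaction 90 min, room temperature; Technique: fluorescence polarization readout.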
PABP1 MLLE inh: blocks PAM2 peptide binding to the PABP1 MLLE domain | P11940 | inhibition, % at 20 µM | 360,000 compounds, 0.36% hits | GST-MLLE / FITC-PAM2 fluorescence polarization; in the data active = inhibition above about 35%, passing the limit was not always enough;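 note: plate controls were DMSO wells with GST-MLLE for no effect and wells lacking GST-MLLE protein for full effect; some results filed as inactive read as strong as hits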
MT1-MMP act inh: MT1-MMP (human) activation inhibition; 360,000 compounds, 0.061% hits; HT1080 RFP-PRO-GFP cells, GFP/RFP ratio fluorescence, overnight; percent of plate control window, DMSO zero; P50281; GFP/RFP ratio change, % at 20 µM;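 active = GFP/RFP ratio change of at least 30% with cell ATP level not reduced by more than half and red fluorescence within 50% of control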; note: strong numbers were not always called active
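system = RFP-PRO-GFP reporter HT1080 cells | dosing = 20 µM single dose, 1% DMSO | timing = overnight cell settling, then overnight compound exposure, 37 °C, 5% CO2 | read-out basis = GFP/RFP fluorescence ratio | controls = DMSO and RFP-L50D-GFP cell wells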
FAS-TE inh: inhibitors of human fatty acid synthase thioesterase domain; inhibition, % at 15 µM; recombinant FAS-TE, OMFH fluorogenic substrate, fluorescence endpoint; AID 602261; 360,000 compounds, 0.67% hits;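 active = compounds whose normalised, plate-corrected inhibition of enzyme fluorescence in the single-dose primary screen is 50% or more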;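 note: 0% = DMSO with enzyme and 100% = substrate without enzyme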
Rpn11 block: Rpn11 (human) deubiquitinase inhibition. human 26S proteasome, Ub4-pepOG fluorescence polarization; 20S core pre-blocked with epoxomicin. 360,000 compounds, 0.59% hits. AID 588493. calls only at 20 µM;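 active = inhibition at 20 µM, scaled to each plate's controls, above about 33%, limit read from the data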
Target sequence (O00487 whole entry, looked up): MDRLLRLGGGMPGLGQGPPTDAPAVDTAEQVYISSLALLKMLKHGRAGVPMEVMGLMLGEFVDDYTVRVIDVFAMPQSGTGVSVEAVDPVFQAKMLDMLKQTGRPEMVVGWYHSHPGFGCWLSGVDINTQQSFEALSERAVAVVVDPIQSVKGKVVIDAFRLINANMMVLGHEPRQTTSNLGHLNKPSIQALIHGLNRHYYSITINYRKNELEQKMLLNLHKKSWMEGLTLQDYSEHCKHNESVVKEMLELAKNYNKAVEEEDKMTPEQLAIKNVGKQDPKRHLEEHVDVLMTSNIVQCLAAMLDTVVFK
Neddylation inh: blocks human cullin neddylation; TR-FRET cullin neddylation, biochemical; P61081+Q13564; 360,000 compounds, 0.58% hits; AID 651699; calls only at 25 µM; in the data active = inhibition above about 36%
Target sequence (P61081 whole entry, looked up): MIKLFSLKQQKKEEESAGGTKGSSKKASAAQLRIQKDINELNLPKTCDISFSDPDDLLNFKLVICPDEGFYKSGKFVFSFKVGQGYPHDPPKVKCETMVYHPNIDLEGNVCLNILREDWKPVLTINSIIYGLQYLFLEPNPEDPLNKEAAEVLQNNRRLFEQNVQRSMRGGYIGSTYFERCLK
Target sequence (Q13564 whole entry, looked up): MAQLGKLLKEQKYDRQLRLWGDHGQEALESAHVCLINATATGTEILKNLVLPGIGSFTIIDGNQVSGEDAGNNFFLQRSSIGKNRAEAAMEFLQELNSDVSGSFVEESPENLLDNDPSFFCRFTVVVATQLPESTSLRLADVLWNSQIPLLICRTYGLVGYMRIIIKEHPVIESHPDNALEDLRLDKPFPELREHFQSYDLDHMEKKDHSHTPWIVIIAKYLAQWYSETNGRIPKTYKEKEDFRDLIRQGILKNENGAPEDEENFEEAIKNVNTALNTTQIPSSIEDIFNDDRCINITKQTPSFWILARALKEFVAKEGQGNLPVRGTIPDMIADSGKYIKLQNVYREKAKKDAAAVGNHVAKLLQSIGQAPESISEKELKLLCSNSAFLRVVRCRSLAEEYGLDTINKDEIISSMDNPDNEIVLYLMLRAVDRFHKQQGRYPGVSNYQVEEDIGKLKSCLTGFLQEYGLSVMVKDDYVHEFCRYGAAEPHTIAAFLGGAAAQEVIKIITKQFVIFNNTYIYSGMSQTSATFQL
SKN-1 inh: blocks SKN-1 activity in C. elegans; inhibition, % at 21.8 µM; 360,000 compounds, 0.49% hits; AID 624304; C. elegans VP596 Pgst-4::GFP/RFP ratio, acrylamide-induced, 24 h;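 active = interference check ratio from 0.5 to 1.5 plus GFP to RFP signal ratio inhibition reaching or exceeding a fixed threshold, cut at about 30% in these data, passing the limit was not always enough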; note: some compounds called inactive have numbers as strong as hits
Rin1 Abl inh: blocks binding of human Rin1 to Abl; TR-FRET Rin1/Abl binding, biochemical; inhibition, % at 7.35 µM; 360,000 compounds, 0.4% hits; AID 588664; in the data active = inhibition above about 5%, passing the limit was not always enough
* hit, by the source's call; i = inactive; / = no result given; + = active, no number.

SMILES | NadD block | CSN deneddyl inh | PABP1 MLLE inh | MT1-MMP act inh | FAS-TE inh | Rpn11 block | Neddylation inh | SKN-1 inh | Rin1 Abl inh
COC(=O)c1c(NC(=S)Nc2ccc(CC(=O)O)cc2)sc(C)c1C | 3 | 2 | 8 | 3 | -7 | i | i | -8 | -5
S=C(NCCc1ccc(Cl)cc1)NC1CCCCC1 | -2 | 0 | -57 | -1 | 18 | i | i | 23 | -1
Cc1ccc2oc(=O)c3cnn(CC(=O)N4CCN(c5ccccc5)CC4)c3c2c1 | 7 | -2 | -3 | 4 | 13 | i | i | -6 | 1
O=C(CCn1ccnc1)Nc1nc2ccccc2[nH]1 | -3 | -5 | 5 | 0 | -6 | i | i | -6 | -1
O=C(NCCCl)NNC(=O)c1cc2ccccc2cc1O | 1 | 3 | -7 | 0 | -7 | i | i | 16 | -2
Cc1ccc(C2CC(c3ccc(Br)cc3)=NN2C(=O)CSC2=NN3CCCC(=O)N=C3S2)cc1 (stereo not given) | 16 | -3 | 3 | -1 | 54* | i | i | 1 | 1
COc1ccccc1NS(=O)(=O)c1cccc(C(=O)N2CCCC2)c1 | 4 | -1 | 7 | -2 | -4 | i | i | 19 | 0
CC(=O)Nc1sc(C)c(C)c1CN1CCN(Cc2ccccc2)CC1 | -7 | -2 | 12 | 0 | 0 | i | i | -1 | 4
COc1ccc(CC(=O)Nc2ccc(S(=O)(=O)N3CCCC3)cc2)cc1OC | 0 | 6 | 3 | 5 | -3 | i | i | 5 | 6
CCc1cccc(NC(=O)C2CCCN(S(=O)(=O)c3cccs3)C2)c1 (stereo not given) | -8 | 0 | 11 | -2 | 14 | i | i | -5 | -3

Some entries already given, reduced to NadD block, PABP1 MLLE inh and FAS-TE inh.
| Structure | NadD block | PABP1 MLLE inh | FAS-TE inh |
| --- | --- | --- | --- |
| O=C(CCn1ccnc1)Nc1nc2ccccc2[nH]1 | -3 | 5 | -6 |
| O=C(NCCCl)NNC(=O)c1cc2ccccc2cc1O | 1 | -7 | -7 |
| Cc1ccc(C2CC(c3ccc(Br)cc3)=NN2C(=O)CSC2=NN3CCCC(=O)N=C3S2)cc1 (stereo not given) | 16 | 3 | 54* |
| COc1ccccc1NS(=O)(=O)c1cccc(C(=O)N2CCCC2)c1 | 4 | 7 | -4 |

The results go on.
SMILES | NadD block | CSN deneddyl inh | PABP1 MLLE inh | MT1-MMP act inh | FAS-TE inh | Rpn11 block | Neddylation inh | SKN-1 inh | Rin1 Abl inh
NC(=O)NNc1ncc(C(F)(F)F)cc1Cl | 4 | -3 | -16 | 2 | -6 | i | i | -8 | 2
CCOC(=O)c1cc(C#N)c(SC)nc1-c1ccccc1 | -9 | 7 | -10 | -1 | 25 | i | i | -4 | 2
Cn1ncc(Cl)c1C(=O)Nc1sc2c(c1C(N)=O)CCC2 | 5 | 3 | -2 | -11 | 1 | i | i | 32 | -7
Cc1sc2nc(Cc3ccccc3)[nH]c(=O)c2c1-c1ccccc1 | -7 | 2 | 5 | 3 | -10 | i | i | 10 | 2
Cn1/c(=N/NC(=O)c2ccccc2Br)sc2ccccc21 | 4 | -5 | 1 | -1 | -3 | i | i | 11 | 1
Cn1nnnc1SCC(=O)Nc1cccc(S(=O)(=O)N2CCCC2)c1 | -4 | 2 | -7 | 1 | -2 | i | i | -10 | 0
CCOc1ccc(Cc2nnc(SCC(=O)Nc3ccc(OC)cc3)n(N)c2=O)cc1 | 6 | 1 | -7 | 0 | -9 | i | i | -2 | -3
Cc1ccc(C)c(NS(=O)(=O)c2c(C)nc3sccn3c2=O)c1 | -2 | 0 | -4 | 6 | -1 | i | i | 7 | 1
O=C1NC(=S)N(C(=O)c2ccc(F)cc2)/C1=C/c1cccnc1 | 7 | 1 | -19 | -2 | -5 | i | i | -6 | -8
Cc1nnc(SCC(=O)NC23CC4CC(CC(C4)C2)C3)s1 | -8 | 5 | -10 | 3 | 2 | i | i | 6 | 3
CCCCCOc1ccc(CSC(=N)N)cc1[N+](=O)[O-] | -1 | 6 | -17 | -9 | -186 | i | i | -3 | -3
O=C(CCCSc1ccccc1)Nc1cccc(CO)c1 | -7 | -2 | -3 | 5 | 6 | i | i | 17 | 3
CCN(CC)CC#CCC(C)(c1ccccc1)c1ccccc1 | -12 | 2 | 1 | -7 | 2 | i | i | 11 | -3
CC(=O)Nc1nc2cc(C(N)=O)ccc2s1 | -1 | 0 | -5 | 0 | -7 | i | i | 3 | 0
O=C(NCCc1ccccc1)C(=O)c1c[nH]c2ccccc12 | -7 | -2 | -5 | -1 | -2 | i | i | -12 | 3
Cc1ccc(C(=O)NCCCNC(=O)c2ccco2)cc1 | -3 | 1 | 0 | 2 | -4 | i | i | 11 | 3
CCN(c1ccccc1)S(=O)(=O)c1cccc(C(=O)NCC(c2ccco2)N2CCCCC2)c1 (stereo not given) | -2 | -4 | 5 | 3 | 17 | i | i | -23 | 1
CC(=NNS(=O)(=O)c1ccc(C)cc1)c1ccccc1 | -2 | 0 | 15 | -9 | -5 | i | i | -6 | -3
Cc1ccc(NC(=O)[C@H](Cc2ccccc2)NC(=O)[C@@H]2Cc3ccccc3CN2)c(C)c1 | -4 | 4 | -2 | 1 | 8 | i | i | 8 | 5
O=C(/C=C/Nc1ccc(S(=O)(=O)Nc2ncccn2)cc1)c1ccc(Cl)c(Cl)c1 | 40* | 12 | -20 | -6 | -8 | + | i | 8 | 3
COc1ccccc1NS(=O)(=O)c1ccc(OC)c([N+](=O)[O-])c1 | 3 | 6 | 1 | 3 | 2 | i | i | -13 | -1
COc1ccc(CCC(=O)NCc2ccccc2OC)cc1 | 0 | 5 | 2 | -3 | -7 | i | i | 10 | -2
CCOc1ccc(NS(=O)(=O)c2ccc(C(=O)N3CCC3)cc2)cc1 | 4 | -2 | -10 | 3 | -4 | i | i | 13 | -3
CCOC(=O)[C@]12CCC=C1N(Cc1ccccc1)C(=O)[C@H](CC(=O)NCCC(C)C)C2 | -4 | 0 | / | 3 | 1 | / | i | -5 | /
Cn1ccnc1COc1ccc(/C=N/O)cc1 | 0 | 1 | -1 | -3 | -5 | i | i | 33 | 0
NC(=O)C1CCCN(C(=O)NC2CCCCC2)C1 (stereo not given) | 4 | 0 | 0 | 1 | -6 | i | i | 40* | 1
Cc1ccccc1C(=O)NC(=S)Nc1ccc(S(=O)(=O)N2CCN(C)CC2)cc1 | -5 | 5 | 16 | 6 | 4 | i | i | 33 | 1
Clc1ccc(-c2cnnc(-c3ccccn3)n2)cc1 | 2 | -5 | 7 | 8 | -5 | i | i | 20 | 1
COc1ccccc1CCNC(=O)c1csc2c1CCCC2 | -5 | -3 | 1 | 0 | 2 | i | i | -3 | -4
CCOC(=O)c1ccc(NC(=O)CC2C(=O)N(c3ccc(F)cc3)C(=O)N2CCCOC)cc1 (stereo not given) | -9 | -1 | 7 | 5 | 0 | i | i | -3 | 0
CCC(CC)NC(=O)C1CCN(c2ccc(S(=O)(=O)N3CCOCC3)cc2[N+](=O)[O-])CC1 | 3 | 2 | -2 | 3 | -10 | i | i | 0 | -2
c1ccc(CSC2=NCCS2)cc1 | 0 | -21 | 2 | 0 | -1 | i | i | 27 | 3
CCN(Cc1ccncc1)Cc1nc(CC2CC2)no1 | 3 | -6 | -1 | -3 | -4 | i | i | 12 | -1
O=C(NCCCN1CCOCC1)c1cccnc1 | 0 | -14 | 13 | 6 | -14 | i | i | 3 | 1
NC(=O)COC(=O)c1cc(-c2cccs2)nn1-c1ccccc1 | -1 | -4 | 3 | 0 | -7 | i | i | -1 | 1
CC1(C)CC(=O)C2=C(C1)N(Cc1ccccc1)C(=O)C2(O)C(F)(F)F (stereo not given) | -5 | 1 | 13 | 2 | -4 | i | i | 4 | -3
O=C(O)CSc1nnc(-c2cccc(S(=O)(=O)N3CCCCC3)c2)o1 | -5 | -2 | -102 | -1 | -3 | i | i | 4 | 0
COc1ccc(S(=O)(=O)N(Cc2ccc(OC)c(OC)c2)Cc2ccco2)cc1 | -5 | 5 | -5 | -5 | 18 | i | i | -23 | -5
COc1cc(NC(=O)N[C@@H](CCSC)C(=O)O)cc(OC)c1 | -2 | -1 | -15 | -4 | -3 | i | i | -7 | -4
Cc1ccc(C(=O)NC(C)c2ccncc2)o1 (stereo not given) | -1 | -2 | -1 | -1 | -1 | i | i | 12 | 0
COc1ccc(Nc2n[nH]c(C)c2[N+](=O)[O-])cc1 | 1 | 2 | -8 | 1 | -2 | i | i | 10 | -3
CCOC(=O)N1CCN(S(=O)(=O)c2ccc(OC)c(Cl)c2)CC1 | 1 | -1 | -5 | -2 | 1 | i | i | -9 | 4
CCOC(=O)N1CCN(c2nc(C)c3c(n2)CCCC3=O)CC1 | 4 | 1 | -18 | 7 | -8 | i | i | 7 | 4
Cc1ccc(C)n1-c1nnc(N2CCC(C(=O)NCCCN3CCN(C)CC3)CC2)s1 | -10 | -2 | 5 | -2 | -6 | i | i | -15 | -1
CCCNC(=O)c1ccc2c(c1)nc(C)n2-c1cccc(Cl)c1 | -2 | -3 | 12 | 3 | -1 | i | i | 9 | 1
Cc1cc(-c2ccccc2)nc(N(C)NC(=O)C2CC2)c1S(C)(=O)=O | -5 | 0 | 2 | 2 | -2 | i | i | 5 | 1
COc1ccc(CNc2nc(SC)n[nH]2)cc1OC | 6 | -2 | -4 | 0 | -6 | i | i | -4 | 0
NS(=O)(=O)c1ccc(NS(=O)(=O)c2ccc(NC(=S)Nc3ccccc3)cc2)cc1 | 5 | 2 | 35 | 2 | -4 | i | i | 17 | 0
COc1cccc(OCC(O)CN2CCC(CN3C(=O)c4cccc5cccc(c45)C3=O)CC2)c1 (stereo not given) | 4 | 5 | -14 | 3 | -7 | i | i | -1 | -11
CC1CN(C(=O)c2cc3ccccc3cc2O)CC(C)O1 (stereo not given) | 1 | -4 | 8 | 9 | -4 | i | i | 10 | -2
Next section:
SMILES | NadD block | CSN deneddyl inh | PABP1 MLLE inh | MT1-MMP act inh | FAS-TE inh | Rpn11 block | Neddylation inh | SKN-1 inh | Rin1 Abl inh
COc1ccc(NC(=O)CN(C)C(=O)CSc2ccc3c(c2)OCCO3)cc1 | -4 | 4 | 30 | 0 | -2 | i | i | -8 | -3
Brc1ccccc1-c1nnc(CSc2nncn2-c2ccccc2)o1 | 2 | 0 | -17 | 0 | -7 | i | i | -27 | -3
COc1ccc(-c2ccc(C(=O)NCc3ccc(N(C)C)cc3)c3occc23)c(C)c1 | 1 | -3 | -6 | -1 | 22 | i | i | 14 | 4
Cc1ccc(C)c2sc(N3CCN(C(=O)c4ccc([N+](=O)[O-])o4)CC3)nc12 | -3 | -6 | 13 | 3 | 48 | i | i | 0 | 2
CC(C)NS(=O)(=O)c1ccc(NC(=O)C2CCCCC2)cc1 | -4 | -2 | -8 | 4 | -2 | i | i | -20 | -5
O=C(COC(=O)c1cccc(O)c1)NC(=O)Cc1ccccc1 | -1 | 6 | 5 | 0 | -4 | i | i | 4 | 1
COc1ccc(C(C)N2CC34C=CC(O3)C(C(=O)O)C4C2=O)cc1 (stereo not given) | -7 | -1 | 17 | -2 | -10 | i | i | -7 | -4
O=C(NCCOc1ccccc1)c1cc([N+](=O)[O-])ccc1N1CCOCC1 | -3 | 1 | -5 | -7 | 57* | i | i | -10 | -2
c1ccc(COc2ccc(CNn3cnnc3)cc2)cc1 | -1 | 1 | -11 | 0 | -8 | i | i | -4 | -4
